# High-throughput results (PubChem)
# TR SRC2 fluor cs = alters Texas Red total fluorescence, flagging assay interference. TRb/SRC2 Texas Red total fluorescence interference. Potency, µM (top dose mostly 106 µM), for inactives: top-dose fluorescence change, negative = quenching. actives 0.29% (n = 280,000); active means well fitted curve in either direction with a large enough effect; inconclusive means small, poorly fitted or top-dose-only effect
#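 Flags fluorescent or light-absorbing compounds by total fluorescence, S + 2P, at 555 nm excitation and 632 nm emission. Mixture: 20 nM Texas Red SRC2 peptide, 0.6 uM human TRb LBD, 1 uM T3, 5% DMSO; compound exposure 5 h at ambient temperature.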
# GLA spleen mod = alpha-galactosidase A (human) modulation. human spleen homogenate, 4MU-alpha-Gal fluorescence, 40 min. P06280. AID 2107. actives 0.008% (n = 240,000). Potency, µM (titrated, usually from 80 µM), inactives show top-dose activity change, negative = inhibition, most hits filed as inhibitors;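 further: 0% = enzyme with vehicle and -100% = no enzyme basal signal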
# Target sequence (P06280 32-429 limits assumed): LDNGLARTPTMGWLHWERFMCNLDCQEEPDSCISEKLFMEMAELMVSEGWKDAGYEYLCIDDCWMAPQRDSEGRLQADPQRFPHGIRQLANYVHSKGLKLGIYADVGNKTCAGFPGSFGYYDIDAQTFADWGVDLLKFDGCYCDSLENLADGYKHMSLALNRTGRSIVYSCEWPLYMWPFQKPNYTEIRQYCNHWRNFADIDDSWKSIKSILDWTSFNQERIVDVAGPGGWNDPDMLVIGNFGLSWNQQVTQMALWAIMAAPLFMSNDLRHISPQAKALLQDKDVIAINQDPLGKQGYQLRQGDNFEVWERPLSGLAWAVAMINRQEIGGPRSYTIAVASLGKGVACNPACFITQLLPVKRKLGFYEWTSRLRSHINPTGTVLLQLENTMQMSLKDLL
#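 Spleen homogenate 1 ug + cpd (titration) + 4-MU-alpha-D-galactopyranoside 1 mM; 37C 40 min; 50 mM citrate/phosphate pH 5.0, 0.01% Tween-20; stop pH 10; fluorescence 365/440; AC50 via Hill.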
# TRb SRC2 PPI = disrupts binding of human TR beta to SRC2 | Potency, µM (top dose mostly 106 µM), inactives show at the highest dose activity change, negative = inhibition, usual class: inhibitors | TRbeta-SRC2 peptide binding, fluorescence polarization; receptor liganded with 1 µM T3 | AID 1469 | actives 0.065% (n = 280,000) | P10828;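 further: plate controls were bound peptide for no effect and peptide without receptor for full effect; nearly all actives have a fitted effect of over 50% in size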
# Target sequence (P10828 whole entry, looked up): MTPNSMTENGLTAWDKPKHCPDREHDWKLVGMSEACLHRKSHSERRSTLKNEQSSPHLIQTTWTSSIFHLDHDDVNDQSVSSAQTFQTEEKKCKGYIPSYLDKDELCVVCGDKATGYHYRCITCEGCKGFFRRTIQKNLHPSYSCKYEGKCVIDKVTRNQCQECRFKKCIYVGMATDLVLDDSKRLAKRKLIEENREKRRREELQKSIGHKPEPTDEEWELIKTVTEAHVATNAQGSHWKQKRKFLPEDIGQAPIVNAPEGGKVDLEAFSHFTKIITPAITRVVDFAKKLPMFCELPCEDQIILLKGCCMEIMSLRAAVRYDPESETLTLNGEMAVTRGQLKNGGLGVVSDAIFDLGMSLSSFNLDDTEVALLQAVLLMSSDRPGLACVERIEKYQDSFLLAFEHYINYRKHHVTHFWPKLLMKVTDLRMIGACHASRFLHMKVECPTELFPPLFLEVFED
#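 Assay buffer: 20 mM Tris-HCl, 100 mM NaCl, 10% glycerol, 1 mM EDTA, 0.01% NP-40, 1 mM DTT, 1 uM T3, 5% DMSO; TRb LBD 0.6 uM, Texas Red SRC2 20 nM; FP after 5 hr.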
# Tau fibril FP = inhibitors of human tau fibril formation | P10636 | K18 P301L tau heparin fibrillization, Alexa594 FP, 6 h | Potency, µM (top dose mostly 57.7 µM), for inactives: at the top dose activity, negative = inhibition, usual class: inhibitors | actives 0.39% (n = 280,000) | AID 1468; further: nearly all actives have a fitted effect of over 55% in size
# Target sequence (P10636 561-689 P618L limits assumed): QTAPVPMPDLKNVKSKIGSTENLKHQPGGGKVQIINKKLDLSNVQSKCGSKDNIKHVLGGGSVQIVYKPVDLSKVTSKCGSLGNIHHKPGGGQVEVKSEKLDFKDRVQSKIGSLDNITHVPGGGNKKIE
#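 Heparin (20 uM) drove fibril formation of recombinant tau K18 P301L, 15 uM unlabeled with 0.24 uM Alexa 594 label, for 6 hr at 37 C in 100 mM sodium acetate pH 7. Fluorescence polarization (555/632 nm) read 1 hr after 30 uM ThT.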
# Tau ThT inhib = inhibitors of human tau fibril formation, thioflavin T binding. P10636. recombinant tau K18 P301L, heparin-induced fibrillization, ThT fluorescence. Potency, µM (highest dose often 57.4 µM), for inactives: top-dose activity, negative = inhibition, hits mostly inhibitors. actives 2.1% (n = 270,000). AID 1460; further: nearly all actives have a fitted effect of over 55% in size
#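 Heparin-induced fibrillization of the P301L-mutant K18 repeat-domain fragment of human tau was followed by ThT binding in quantitative high-throughput format.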
# ALDH1A1 block = inhibitors of human aldehyde dehydrogenase 1A1 | P00352 | Purified ALDH1A1, NADH fluorescence, propionaldehyde substrate | Potency, µM (doses to about 75.3 µM), for the others: at the highest dose activity, negative = inhibition, usual class: inhibitors | actives 7.3% (n = 220,000) | AID 1030; active means well fitted inhibition curve with a large enough effect, not every such curve was filed as active; inconclusive means small, poorly fitted or top-dose-only effect, or another doubt; inactive means no such curve, though single readings can be large or run the other way;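 further: plate controls were no enzyme wells and a reference inhibitor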
# Tau fluor counter = counter-screen for tau fibril formation inhibitors. Potency, µM (doses to about 57.7 µM), for inactives: at the top dose activity change, negative = decrease. tau K18 P301L (four-repeat tau fragment) Alexa594 fluorescence, heparin fibrillization. actives 0.93% (n = 280,000). AID 1463; further: nearly all actives have a fitted effect of over 55% in size
#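 Human K18 P301L tau (15 uM unlabeled plus 0.24 uM Alexa 594-labeled, final) in 100 mM sodium acetate pH 7 was mixed with compound and 20 uM heparin and incubated 6 hr at 37 C.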
# L3MBTL1 block = blocks human L3MBTL1 | AlphaScreen L3MBTL1–H3K9me1 peptide binding | Potency, µM (doses to about 57.1 µM), for inactives: top-dose activity, negative = inhibition, actives largely listed as inhibitors | actives 0.66% (n = 230,000) | AID 485360; further: nearly all actives have a fitted effect of over 60% in size
#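 Displacement of a biotinylated histone H3(1-15) peptide monomethylated at Lys9 (75 nM) from L3MBTL1 (50 nM) was measured by AlphaScreen after a 30 min room-temperature compound incubation; cefsulodin titration served as intraplate control.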
# Numbers without * were called inactive; ? = inconclusive; / = not tested or not shown; & = joins results of further samples; [ ] = remark or other dose. Unless noted, the call rests on the fitted dose curve; in most records, active means well fitted curve in the direction sought with a large enough effect; inconclusive means small, poorly fitted or top-dose-only effect, or another doubt; inactive means no such curve, though single readings can be large; an effect the other way counts as inactive or inconclusive. Unless noted, on the % scale 0 is the no-effect control and ±100 the full control effect; potency means the concentration at half of the fitted maximal effect.
canonical_smiles	TR SRC2 fluor cs	GLA spleen mod	TRb SRC2 PPI	Tau fibril FP	Tau ThT inhib	ALDH1A1 block	Tau fluor counter	L3MBTL1 block
CC(=O)c1cc2c(cc1NC(=O)CCNC(=O)c1ccccc1Cl)OCO2	0%	2%	-14%	7%	?	?	-8%	0%
Cc1cc(C)cc(C(=O)n2nc(C)c(S(=O)(=O)N3CCCCCC3)c2C)c1	?	/	2%	14%	?	/	-7%	/
O=C(CSc1ccc(-c2ccccc2)nn1)N1CCN(c2ccccc2)CC1	-1%	-1%	5%	0%	-11%	22µM*	-10%	3%
CCOC(=O)CSc1ccc(C(=O)Nc2ccc(OC)cc2)cn1	-5%	-9%	2%	0%	?	7%	-10%	6%
COC(=O)c1cccc(CN2C(=O)SC(Nc3ccccc3)C2=O)c1 (stereo unspecified)	-5%	-3%	-8%	?	-13%	/	?	?
CCOc1ccc(N2C(=O)c3ccc(C(=O)OCC(=O)N(CC)C4CCS(=O)(=O)C4)cc3C2=O)cc1 (stereo unspecified)	-4%	-6%	3%	1%	0%	2%	4%	9%
CC(C)N(Cc1ccccc1)C(=O)CSc1nccn1C	-3%	4%	0%	2%	-1%	-7%	-3%	7%
Cc1ccc(NC(=O)c2sccc2C)cc1[N+](=O)[O-]	-2%	11%	7%	-9%	?	-5%	-22%	0%
FC(F)(F)c1nnc(-c2ccccc2)nc1N1CCOCC1	1%	?	-4%	-4%	-2%	-1%	4%	6%
CN(C)c1cc(Nc2cccc(O)c2)c([N+](=O)[O-])c2nonc12	-2%	-14%	-3%	-18%	/	/	-25%	/
COc1ccc(N(CC(=O)NCCc2ccccc2)S(=O)(=O)c2ccccc2)c(OC)c1	2%	/	-1%	6%	?	/	-25%	/
Cc1nnc(SCCn2c(N3CCCCC3)nc3c2c(=O)[nH]c(=O)n3C)s1	-6%	8%	-11%	5%	0%	3%	0%	-5%
CN(C)c1ccc(C(=S)N2CCN(c3ccc([N+](=O)[O-])cc3)CC2)cc1	-4%	4%	2%	3%	-7%	1µM*	-9%	-8%
CN(C)c1nc(N(C)C)nc(N(C#N)CN2C(=O)c3ccccc3S2(=O)=O)n1	0%	2%	-9%	-12%	-17%	20µM*	-4%	24%
CC(=O)Nc1ccc(NC(C)=C(C#N)C#N)cc1	-11%	0%	-1%	11%	0%	3%	9%	4%
CC(=O)c1sc(NC(=O)c2ccccc2)nc1-c1ccccc1	-1%	-7%	4%	-2%	5%	?	5%	23%
Cc1cccc(NC(=O)c2sc3nc4c(c(-c5ccco5)c3c2N)CCC4)c1	-1%	5%	-5%	9%	7.9µM*	13µM*	?	-5%
CCOC(=O)c1c(CN(C)C)oc2cc(CN(C)C)c(O)c(CSc3ccccc3)c12	0%	-10%	-24%	3%	2%	-6%	-6%	-8%
Cc1ccn2c(Nc3ccc4c(c3)OCO4)c(-c3ccc(Cl)cc3)nc2c1	-3%	/	-12%	9%	?	/	?	/
Cc1ccc(CNC(=O)COCc2cc(-c3cccs3)on2)cc1	6%	/	-7%	0%	-7%	/	-13%	/
COc1ccc(Cl)c(OC)c1C(=O)NC(=O)Nc1c(F)cc(F)cc1F	-2%	-4%	-2%	-1%	/	/	-5%	/
CCC(=O)N1CCCc2cc(S(=O)(=O)N3CCN(c4ccccn4)CC3)ccc21	1%	4%	-20%	-2%	-5%	?	-8%	/
CCOc1cc(C(=O)NCc2ccccc2)ccc1OCC(=O)N1CCOCC1	-1%	-3%	14%	-1%	-4%	0%	-2%	1%
O=C(CN1CCN(Cc2ccc3c(c2)OCO3)CC1)c1c[nH]c2ccccc12	1%	-5%	3%	1%	-16%	-14%	-23%	2%
CC(C)CCN(C)C1CCN(S(=O)(=O)c2ccc(F)cc2)CC1	4%	3%	0%	-2%	-6%	10%	-3%	3%
COc1ccc(CCNS(=O)(=O)c2cccc(C(=O)O)c2)cc1OC	-3%	-2%	-20%	-3%	-3%	-5%	-5%	-4%
COc1ccc(-c2[nH]nc3c2C(c2ccsc2)C(C#N)=C(N)O3)cc1 (stereo unspecified)	-2%	-4%	6%	11%	-7%	-4%	?	-4%
Cc1cccc(OC(=O)c2cc(-c3ccc(C)c(C)c3)on2)c1	6%	/	-1%	-1%	-18%	/	-10%	/
Cc1ccc([N+](=O)[O-])cc1NC(=O)c1ccc2c(c1)OCO2	1%	4%	-4%	0%	-6%	?	0%	-13%
Cc1cc(Cl)ccc1OCC(=O)NCCC(=O)O	0%	3%	-9%	9%	-3%	6%	2%	7%
Cc1nc2sc3c(c2c(=O)o1)CC(C)(C)OC3	-3%	12%	-1%	-7%	-6%	?	-2%	15%
COc1ccc(-c2coc3c(OC)c(OC)cc(O)c3c2=O)cc1	-3%	6%	4%	-4%	?	?	-18%	/
Cc1nn(C)cc1-c1cc(C(=O)O)c2ccccc2n1	-1%	0%	1%	-14%[2.34 µM]	-6%	-10%	-3%	3%
COc1ccc(S(=O)(=O)N2CCOCC2)cc1NC(=O)COc1ncnc2ccccc12	0%	0%	9%	1%	12%	?	5%	-3%
CCn1c(CNC(=O)c2ccco2)nnc1SCC(=O)Nc1ccc(Br)cc1F	1%	-1%	-4%	-7%	-16%	?	-13%	-6%
CC(=O)Nc1ccc(C(=O)N/N=C/c2ccccc2OC(=O)c2ccc(Cl)cc2)cc1	-2%	7%	-9%	-8%	-4%	16%	?	0%
COC(=O)c1ccc(C2N=C(c3cccs3)CC(c3ccccc3O)N2)cc1 (stereo unspecified)	-1%	10%	10%	13%	?	?	-23%	/
COc1ccc(NC(=O)C(NC(C)=O)C(=O)NCc2ccc(F)cc2)cc1 (stereo unspecified)	-2%	-7%	-1%	5%	-3%	3%	4%	5%
O=c1[nH]ccc2c([N+](=O)[O-])cccc12	-2%	-4%	6%	3%	0%	?	7%	4%
CCOC(=O)c1c(N)sc2c1CCC(C)C2 (stereo unspecified)	0%	2%	3%	-14%	?	13µM*	?	-3%
Cc1ccc(Nc2ccc3cc(S(=O)(=O)N4CCCCC4)ccc3n2)cc1F	0%	/	3%	?	2%	/	7.1µM*[quencher]	/
Cc1cc(-n2nc(C)cc2C)nc(NS(=O)(=O)c2ccccc2Cl)n1	-1%	1%	-8%	1%	-13%	2%	-1%	/
Cc1cccc(C2=NN(c3ccc(Br)cc3)[C@@H](C(=O)N3CCOC3=O)[C@@H]2c2ccc(F)cc2)c1	-2%&-2%	-3%&4%	1%&0%	-2%&-9%	-18%&-3%	?	?	46%[activator]
O=C(CSc1ncccn1)Nc1ncc(C(F)(F)F)cc1Cl	-1%	1%	-6%	2%	-1%	-1%	-2%	-6%
CN1CCN(CCCNC(=O)Cn2c(-c3cccs3)cc3ccccc32)CC1	-9%	/	0%	-3%	-2%	/	-8%	/
CCOC(=O)C1CCCN(C(=O)Nc2c(-c3ccccc3)noc2C)C1 (stereo unspecified)	-2%	-16%	-3%	-4%	-7%	/	-9%	-1%
CC(CN1CCCCCC1)C(=O)NN (stereo unspecified)	1%	2%	4%	0%	-5%	-16%	-1%	-6%
COc1ccc(/C(C)=N/NC(=O)c2ccc(NS(=O)(=O)c3cccs3)cc2)cc1	-6%	-6%	4%	5%	-13%	/	-10%	/

# A second format for some results above.
# Every second line gives: TR SRC2 fluor cs	GLA spleen mod	TRb SRC2 PPI	Tau fibril FP	Tau ThT inhib	ALDH1A1 block	Tau fluor counter	L3MBTL1 block
O=C(CSc1ncccn1)Nc1ncc(C(F)(F)F)cc1Cl
→ -1%	1%	-6%	2%	-1%	-1%	-2%	-6%
CN1CCN(CCCNC(=O)Cn2c(-c3cccs3)cc3ccccc32)CC1
→ -9%	/	0%	-3%	-2%	/	-8%	/
CCOC(=O)C1CCCN(C(=O)Nc2c(-c3ccccc3)noc2C)C1 (stereo unspecified)
→ -2%	-16%	-3%	-4%	-7%	/	-9%	-1%

# More structures follow:
canonical_smiles	TR SRC2 fluor cs	GLA spleen mod	TRb SRC2 PPI	Tau fibril FP	Tau ThT inhib	ALDH1A1 block	Tau fluor counter	L3MBTL1 block
COc1cc(S(=O)(=O)Nc2cccc(C)c2)ccc1NC(=O)c1ccncc1	-47%	10%	1%	7%	-4%	-6%	-10%	2%
Cc1c(Cl)cccc1-n1ncc(C(=O)N2CCN(C)CC2)c1C1CCN(C(=O)OC(C)(C)C)CC1	2%	/	6%	0%	1%	/	-4%	/
Cc1ccc(-c2c(C(=O)NNC(=S)NCC3CCCO3)csc2C)cc1 (stereo unspecified)	2%	-1%	0%	-15%	-7%	-2%	-11%	-4%
CC(NC(=O)c1ccc2nc[nH]c2c1)c1ccccc1 (stereo unspecified)	-1%	4%	-6%	-3%	-6%	-6%	-6%	2%
CCOCCCNC(=O)c1cc(Sc2ccc(C)cc2)nc2ccccc12	-1%	5%	0%	?	-8%	?	-12%	2%
Cc1ccc(C(=O)N2CC(C)SC2=Nc2cccc(S(=O)(=O)N(C)C)c2)cc1 (stereo unspecified)	-2%	-4%	-9%	3%	-11%	13%	-11%	5%
COc1ccc(NC(=O)c2noc(C(C)C)c2[N+](=O)[O-])cc1	-1%	-3%	-7%	-9%	-12%	-7%	-6%	/
COCCn1c(C)cc(/C=C2/NC(=O)N(c3cccc(Cl)c3)C2=O)c1C	-2%	-1%	0%	7%	?	?	?	-19%
N=c1c2c(n(Cc3ccc(Cl)cc3)c3c1CCC3)CCC2	-4%	1%	-6%	-1%	-7%	-3%	-8%	0%
COC(=O)c1cn(NC(=O)C2COc3ccccc3O2)c(=O)c2ccccc12 (stereo unspecified)	1%	1%	-13%	-7%	1%	?	-4%	-1%
CCc1ccccc1N=C1S/C(=C/c2ccccc2OCC(=O)N2CCOCC2)C(=O)N1C	2%	4%	-1%	11%	-16%	1%	-3%	-6%
COc1ccc(OC)c(NC(=O)C(Cc2ccccc2)NS(=O)(=O)c2ccc3c(c2)CCC(=O)N3)c1 (stereo unspecified)	-2%	/	-5%	?	-6%	/	-24%	/
